PLCb3 inh – human PLC-beta3 inhibitors, primary screen, biochemical, fluorescence; 1-phosphatidylinositol 4,5-bisphosphate phosphodiesterase beta-3 (Homo sapiens), Q01970; Purified PLC-beta3, fluorogenic substrate; inhibition, % at 12.2 µM; 370,000 tested, 0.18% active; AID 720704, 2013; in the data active = inhibition above about 11%;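 also: 0% = median of compound wells on plate and 100% = full blocker control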
NR1D1 modulator – modulators of Rev-erb alpha DNA binding, primary screen, biochemical, FITC-DNA, fluorescence polarization, uHTS | Nuclear receptor subfamily 1 group D member 1 (Homo sapiens), P20393 | Rev-erbα–FITC-DNA binding, 90 min | activity, % at 10 µM | 370,000 tested, 0.79% active;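 active = activity above about 14%, limit read from the data; passing the limit was not always enough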;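 also: 0% = DMSO wells with 35 nM protein and 100% = DMSO wells with 750 nM protein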
Target sequence (P20393 whole entry, looked up): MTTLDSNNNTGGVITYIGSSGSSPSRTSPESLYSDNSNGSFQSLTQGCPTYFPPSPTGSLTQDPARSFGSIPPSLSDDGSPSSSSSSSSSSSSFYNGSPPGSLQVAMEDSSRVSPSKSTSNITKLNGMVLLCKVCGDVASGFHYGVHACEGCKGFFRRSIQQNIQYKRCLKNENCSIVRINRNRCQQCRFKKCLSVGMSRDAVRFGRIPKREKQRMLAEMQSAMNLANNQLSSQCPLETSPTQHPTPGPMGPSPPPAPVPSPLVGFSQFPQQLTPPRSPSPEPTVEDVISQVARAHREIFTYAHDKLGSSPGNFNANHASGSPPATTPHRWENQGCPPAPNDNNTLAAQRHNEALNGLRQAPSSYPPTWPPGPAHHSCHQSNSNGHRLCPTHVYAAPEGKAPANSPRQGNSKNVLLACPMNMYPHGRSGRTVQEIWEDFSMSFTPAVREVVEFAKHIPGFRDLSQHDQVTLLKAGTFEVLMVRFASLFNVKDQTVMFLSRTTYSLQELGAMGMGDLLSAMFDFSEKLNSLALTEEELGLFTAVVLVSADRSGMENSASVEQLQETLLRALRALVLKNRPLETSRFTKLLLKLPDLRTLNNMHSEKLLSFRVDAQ
ssDAF-12 act – S. stercoralis DAF-12 nuclear receptor activators, primary screen, cell-based, luminescence, HEK293, GRIP1 co-expression, lit1-tk-luc; HEK293 ssDAF-12/GRIP1 lit1-tk-luc reporter; % of 3 µM dafachronic acid response; activation, % at 6.8 µM; 370,000 tested, 1% active;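 active = activation above the mean over all tested compounds plus 3 SD, cut at about 0.9% in these data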;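 also: 0% = DMSO-only wells and 100% = 3 µM delta7-dafachronic acid wells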
SMARCA2 act – SMARCA2 (BRM) function activators, primary screen, cell-based, luminescence, high throughput; MG213 cells, MMTV-luciferase reporter, dexamethasone, overnight; activation, % at 9.1 µM; 370,000 tested, 1% active; AID 652017, 2013; in the data active = activation above about 7.8%;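 also: 0% = vehicle wells and 100% = reference activator wells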
PLC-gamma1 inh – PLC-gamma1 enzyme inhibitors, primary screen, biochemical, fluorescence, purified enzyme; AID 720700, 2013; fluorogenic substrate; 370,000 tested, 0.84% active; 1-phosphatidylinositol 4,5-bisphosphate phosphodiesterase gamma-1 (Homo sapiens), P19174; inhibition, % at 12.2 µM; in the data active = inhibition above about 9.5%
hcDAF-12 act – H. contortus DAF-12 nuclear receptor activators, primary screen, cell-based, luminescence, HEK293, lit1-tk-luc reporter; HEK293 hcDAF-12 lit1-tk-luc reporter; 0% DMSO, 100% Δ7-dafachronic acid; activation, % at 6.8 µM; 370,000 tested, 1.4% active;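 active = activation above the mean of all tested compounds plus 3 SD, cut at about 5.5% in these data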;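 also: 100% = response to 3 µM Δ7-dafachronic acid high control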
ADAM17 inh – ADAM17 inhibitors, primary screen, biochemical, QFRET | Disintegrin and metalloproteinase domain-containing protein 17 (Homo sapiens), P78536 | recombinant ADAM17, EDANS/DABCYL FRET peptide cleavage | inhibition, % at 6.95 µM | 370,000 tested, 0.83% active | AID 720648, 2013;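 active = inhibition above the mean of compounds lying between control limits plus 3 SD, set per campaign, cut at about 8.5% in these data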;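 also: 0% = DMSO-only wells as the low control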
DAX1 inh-1 – DAX1 (NR0B1) inhibitors on StAR promoter, primary screen, cell-based, luminescence, SF-1 (NR5A1), full-length DAX-1 | inhibition, % at 6.8 µM | HEK293T StAR-luciferase reporter, SF-1/DAX-1 repression relief | AID 652010, 2013 | 370,000 tested, 1.1% active;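 active = inhibition above the mean over all tested compounds plus 3 SD, cut at about 3.6% in these data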;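 also: 0% = DAX-1 cells with DMSO and 100% = cells lacking DAX-1 with DMSO; higher inhibition means more luminescence from relief of DAX-1 repression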
hgDAF-12 ag – H. glycines DAF-12 receptor agonists, primary screen, cell-based, luminescence, HEK293, GAL4 fusion, UAS-luciferase; 370,000 tested, 1.8% active; HEK293 GAL4-hgDAF12 UAS-luciferase reporter, agonist luminescence; normalized to butyrate control; activation, % at 6.8 µM; AID 687014, 2013; Nuclear hormone receptor DAF-12 (Heterodera glycines), GAL4 fusion;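 active = activation above a cutoff set at the mean of all screened compounds plus 3 SD, cut at about 10% in these data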;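 also: 0% = DMSO wells and 100% = sodium butyrate wells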
DAX1 inh-2 – DAX1 (NR0B1) inhibitors, primary screen, cell-based, HEK293, Gal4-DAX1, luciferase luminescence; Nuclear receptor subfamily 0 group B member 1 (Homo sapiens), P51843; HEK293 Gal4-DAX1 luciferase reporter; inhibition, % at 6.75 µM; 340,000 tested, 0.99% active; AID 504766, 2011;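 active = inhibition above the mean over all tested compounds plus 3 SD, cut at about 4.2% in these data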;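 also: 0% = DAX1-transfected cells with DMSO and 100% = empty-vector control cells with DMSO; inhibition shows as a rise in luminescence from relieved DAX1 repression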
Target sequence (P51843 207-470 limits assumed): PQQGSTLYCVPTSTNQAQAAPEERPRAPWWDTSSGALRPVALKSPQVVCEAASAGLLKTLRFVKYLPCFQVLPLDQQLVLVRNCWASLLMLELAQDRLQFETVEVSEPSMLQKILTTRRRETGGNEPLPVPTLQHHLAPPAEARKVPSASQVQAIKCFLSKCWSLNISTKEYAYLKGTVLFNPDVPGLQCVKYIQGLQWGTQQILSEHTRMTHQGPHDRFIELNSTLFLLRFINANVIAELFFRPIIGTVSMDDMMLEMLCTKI
MBD2 DNA inh – inhibitors of MBD2 binding to methylated DNA, primary screen, biochemical, TR-FRET, DNA-binding domain, human; inhibition, % at 4.4 µM; MBD2 binding to methylated oligonucleotide; AID 686964, 2013; Methyl-CpG-binding domain protein 2 (Homo sapiens), Q9UBB5; 370,000 tested, 0.31% active; in the data active = inhibition above about 13%
An asterisk follows results filed as active; i = inactive; / = not tested or not shown.

SMILES	PLCb3 inh	NR1D1 modulator	ssDAF-12 act	SMARCA2 act	PLC-gamma1 inh	hcDAF-12 act	ADAM17 inh	DAX1 inh-1	hgDAF-12 ag	DAX1 inh-2	MBD2 DNA inh
O=C(N/N=C/c1ccc(OC(F)F)cc1OC(F)F)c1ccc(Br)cc1	0	3	-1.2	-1	2	-1.1	2	-0.2	-0.2	-0.1	2
Clc1ccc(OCc2nn3c(-c4ccco4)nnc3s2)cc1	1	3	-1.3	-2	-2	-1.6	-4	-0.6	-1.1	-0.2	-5
COc1ccccc1CNC(=O)c1sccc1-c1ccccc1	-4	3	-2.0	-1	-1	-0.9	2	-0.1	-0.8	0.2	-1
O=C1NC2(CCCCC2)Oc2ccccc21	3	3	-1.3	0	1	3.2	4	-0.4	-1.2	1.0	0
Cc1c(NC(=O)CN2C(=O)C3C4C=CC(C4)C3C2=O)c(=O)n(-c2ccccc2)n1C (stereo not drawn)	3	-3	-0.8	0	2	-1.6	1	-0.6	0.1	0.4	-6
CCOCC(=O)Nc1sc2c(c1C(=O)OCC)CCCC2	1	2	-1.4	1	1	-2.6	1	-0.6	-1.6	1.5	-5
Cc1ccc(CN(C)c2ccc(S(=O)(=O)N3CCCC3)cn2)cc1	-8	-8	-1.6	-5	-2	-1.4	0	-3.9	-2.7	-0.4	-1
COc1ccc(-n2c(O)c(/C=N/NS(=O)(=O)c3ccc(C)c([N+](=O)[O-])c3)c3ccccc3c2=O)cc1OC	-37	6	-1.0	-3	-25	-0.2	-5	0.0	0.1	0.0	-4
Cc1c(Cl)c(=O)oc2cc(OCC(=O)N3CCCC(C)C3)ccc12 (stereo not drawn)	i	-6	-1.3	2	i	-0.9	i	-2.7	0.7	0.9	-3
CN(C1CCS(=O)(=O)C1)S(=O)(=O)c1cccc2nsnc12 (stereo not drawn)	1	1	-1.2	0	1	-0.3	-1	0.2	-1.9	0.4	2
CCCn1c(N)c(C(=O)CSc2nnc(Cc3cccs3)n2C2CC2)c(=O)[nH]c1=O	0	-8	-1.0	-2	-1	0.3	-3	0.5	1.0	0.3	-2
CCn1c(SCC(=O)Nc2ccc(NC(C)=O)cc2)nc2c([nH]c3ccccc32)c1=O	-3	14	1.1*	-3	0	5.6*	0	0.4	1.2	0.8	-1
NC(=O)C1CCCN(C(=O)CCC(=O)c2cccs2)C1 (stereo not drawn)	-4	-10	-1.1	1	-1	0.3	-9	-0.4	2.8	-0.7	2
CC(=O)Nc1ccc(C(=O)N(C)c2ccccc2)cc1	2	0	-0.9	-3	7	-1.8	2	-0.2	-0.6	0.3	-2
Cc1cc(C)nc(SCC(=O)N2CCCCC2)n1	7	6	-1.5	0	7	-1.5	-17	0.0	-1.1	0.6	4

Part of the list above, reduced to hgDAF-12 ag.
SMILES,hgDAF-12 ag
Cc1c(Cl)c(=O)oc2cc(OCC(=O)N3CCCC(C)C3)ccc12 (stereo not drawn),0.7
CN(C1CCS(=O)(=O)C1)S(=O)(=O)c1cccc2nsnc12 (stereo not drawn),-1.9
CCCn1c(N)c(C(=O)CSc2nnc(Cc3cccs3)n2C2CC2)c(=O)[nH]c1=O,1.0

(list continues)
SMILES	PLCb3 inh	NR1D1 modulator	ssDAF-12 act	SMARCA2 act	PLC-gamma1 inh	hcDAF-12 act	ADAM17 inh	DAX1 inh-1	hgDAF-12 ag	DAX1 inh-2	MBD2 DNA inh
CC(C)(C)C(=O)NC1CC2CCCC(C1)N2C(=O)Nc1ccc(Cl)cc1 (stereo not drawn)	-5	8	-0.7	0	-1	-1.1	-8	0.2	-1.0	2.9	1
OCCCCNCc1ccc(OCc2ccccc2Cl)cc1	-1	6	-1.0	3	3	-0.9	-3	0.2	4.2	0.2	2
CCCCNC(=O)CNC(=S)N(Cc1ccc(C)cc1)Cc1ccco1	-2	-5	-1.4	-4	-1	0.2	-6	-0.6	-0.8	-0.3	0
COc1ccc(OC)c(CCNC(=O)CN2C(=O)COc3ccc(S(=O)(=O)N4CCOCC4)cc32)c1	-11	5	-1.2	-2	-2	-1.7	-4	0.0	1.4	-0.1	3
COc1cc(C(=O)NC(=S)Nc2cccc(-c3cc4ccccc4oc3=O)c2)cc(OC)c1OC	-1	14	-2.0	-1	-2	-3.4	-3	-1.3	-5.5	-0.8	-4
CCNS(=O)(=O)c1ccc(NC(=O)c2ccccc2OCC)cc1	-1	0	-2.1	0	-3	-1.3	-6	-0.8	-2.5	-1.2	7
O=C1OCCC1Sc1nnnn1-c1ccc(Cl)cc1 (stereo not drawn)	-8	2	-1.6	-1	1	-1.5	-8	0.1	2.1	-1.0	4
CC(C)C1/C(=N/O)CC(c2ccccc2)NC1c1ccccc1 (stereo not drawn)	-6	3	-1.2	-2	4	-1.4	-2	-0.8	-0.8	-1.7	0
C=CCn1c(SCC(=O)c2c(C)[nH]c3ccccc23)nnc1-c1ccncc1	3	-32	-0.3	-2	4	-0.8	2	0.6	-1.9	/	1
Cc1ccn(CC(=O)N2CCCC(Nc3ccc(F)c(F)c3)C2)n1 (stereo not drawn)	-5	4	-1.1	-2	-2	-0.5	-1	-1.3	-0.1	0.1	-2
COc1ccc(CCNC(=O)C23CN(Cc4ccccc4)CC2C(c2ccc([N+](=O)[O-])cc2)=NO3)cc1 (stereo not drawn)	3	0	-1.3	1	3	-0.7	4	-0.9	2.7	-0.7	-4
O=c1[nH]c2ccccc2nc1C(F)(F)F	-66	8	-0.5	0	-47	-0.5	-57	0.5	-0.2	1.3	1
Cc1c(NS(=O)(=O)c2ccc(Br)s2)c(=O)n(-c2ccccc2)n1C	2	-4	-1.2	2	-1	-1.1	0	-0.3	-0.5	-0.2	-3
CC1CCc2cc(F)ccc2N1S(=O)(=O)c1ccc(Cl)nc1 (stereo not drawn)	-2	8	-2.0	-2	1	-3.2	-3	-0.4	-3.1	1.0	-1
CCCCn1c(-c2csc(CC)c2)n[nH]c1=S	-5	-3	-1.2	-2	-2	1.2	0	-0.3	0.5	1.7	5
O=C(CC(SCCO)c1ccc2c(c1)OCO2)c1cccs1 (stereo not drawn)	-33	-3	-1.6	5	-34	4.9	-3	1.4	7.0	1.1	-3
O=C(O)c1ccc(/C=C/c2nc3sc4c(c3c(=O)[nH]2)CCC4)cc1	-79	-5	-1.8	-3	-54	-0.1	-14	0.3	-0.1	2.4	-2
O=C(CN1C(=O)C(=O)N(CCC2=CCCCC2)C1=O)c1c[nH]c2ccccc12	-11	-2	0.4	-3	-1	1.7	5	-0.6	1.5	0.8	4
O=C(CCCCCNC(=O)N1CCn2c1nc1ccccc12)N[C@H](C(=O)O)c1ccccc1	5	1	-0.4	0	5	0.3	-1	1.5	1.3	1.9	-1
COc1cccc(CC2(CO)CCN(C(=O)NCCc3ccccc3)CC2)c1	-2	1	-1.3	6	3	-1.4	-2	1.1	1.1	-0.2	3
COC(=O)C(C#N)C(=C1C(=O)CC(C)(C)CC1=O)c1ccc(O)cc1 (stereo not drawn)	2	1	-0.9	2	1	2.7	-3	0.5	-0.5	1.8	-5
O=C(/C=C/c1c(F)cccc1Cl)c1ccc(O)cc1	-29	-1	-1.4	3	3	-0.8	6	-1.1	1.6	-1.1	-1
COc1ccc(C2CC(C(F)(F)F)n3nc(C(=O)O)c(Br)c3N2)cc1 (stereo not drawn)	2	1	-1.1	-1	2	-0.8	1	-0.1	0.6	0.1	3
COc1ccccc1CNC(=O)COC(=O)c1sc(C)nc1C	-3	3	-1.2	-3	3	-1.2	-5	-1.0	-0.8	0.4	5
Cc1ccc(S(=O)(=O)N2CCOCC2)cc1NC(=O)Nc1ccc([N+](=O)[O-])cc1	-3	4	-0.8	0	2	-0.8	-3	0.4	0.2	-0.5	-5
Cc1ccc2nc(NC(=O)Cn3nc(C)c([N+](=O)[O-])c3C)sc2c1	-2	1	-1.0	-2	2	-2.3	-3	-0.7	0.0	-0.9	-2
CCS(=O)(=O)N1CCCC(C(=O)NCc2cccc(OC)c2)C1 (stereo not drawn)	0	2	-1.0	0	1	-1.8	-3	0.2	1.2	-0.2	5
COC(C/C=C\[C@@H](O)COCc1ccccc1)OC	3	-1	-1.3	0	0	-1.5	-4	0.2	0.0	2.7	0
Cc1ccc(NC(=O)Nc2ccccc2)cc1[N+](=O)[O-]	5	1	-1.5	0	1	7.5*	0	1.1	5.0	0.8	-2
Cc1ccc(CNc2oc(-c3ccco3)nc2C#N)cc1	-58	-4	-0.7	0	-56	-2.2	-61	-0.1	-2.1	0.9	-3
COC(=O)[C@@]1(Cc2ccc(F)cc2)[C@H]2c3cc(C(=O)N(C)C)n(CCN4CCOCC4)c3C[C@H]2CN1C(=O)c1ccccc1	-6	3	-1.1	2	-5	-1.8	-1	-0.5	-0.1	/	-5
O=C(Nc1ccc(Cl)c(Cl)c1)c1ccc2c(c1)OCO2	-3	6	3.0*	4	1	9.7*	0	2.3	19*	1.6	0
NS(=O)(=O)c1ccc(CNc2ccc3ccccc3n2)cc1	-18	1	-0.2	2	-7	1.9	-28	0.4	5.5	0.9	5
O=C(c1ccc(Cl)nc1)N1CCN(S(=O)(=O)c2ccccc2)CC1	-4	-1	-1.7	5	-1	-1.5	-3	0.2	-1.7	3.0	-4
COc1ccc(CCNCc2cc(C)n(-c3ccc(OC)cc3)c2C)cc1	-9	6	-1.1	-3	-3	0.4	-6	-0.1	-0.8	2.0	4
Cc1cc(NC(=O)CSc2nc(Cc3ccccc3)c(C)[nH]2)no1	-2	0	-0.9	-2	3	-0.8	2	0.0	0.4	0.2	-1
CCN1CCN(C(c2cccs2)C(C)NC(=O)c2ccco2)CC1 (stereo not drawn)	-35	-1	-1.3	0	-1	-0.6	-4	0.6	0.8	0.3	-2
CCn1cc(/C=N\NC(=O)c2ccc(Cl)cc2)cn1	-1	-1	0.0	-1	0	-0.3	0	-0.3	1.2	0.9	1
COc1ccc(C2c3c(ncn(CCN4CCOCC4)c3=N)Oc3ccc4ccccc4c32)cc1OC (stereo not drawn)	-3	0	-0.9	1	2	-0.6	-5	-0.7	-1.9	0.7	-1
C/C(=N\OCC(=O)Nc1nc2ccccc2s1)c1ccccc1	3	-4	-1.1	-3	2	-1.9	-2	-0.2	0.0	0.6	-3
